esBAF inh – inhibitors of esBAF chromatin remodeling in mouse ES cells | Bmi1-luciferase knock-in reporter, 24 h; 100% = twice the neutral-well signal | reporter increase, % at 12.5 µM | 2% of 350,000 active | AID 602393; in the data active means activation above about 40%; inconclusive means no clear call, values can overlap the other calls;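 further: 0% = median of the plate's neutral control wells and 100% = double that signal; a rise in the Bmi1 reporter signal indicates esBAF inhibition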
E-selectin induc – induces E-selectin expression in human endothelial cells. P16581. HUVEC E-selectin immunofluorescence imaging; normalized: neutral wells 0, TNF-alpha wells 100. activation, % at 7.58 µM. 0.37% of 260,000 active. AID 686992;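 active means mean E-selectin-positive cell signal at least 10% of the positive control, reached in at least 60% of replicates, without over 20% cell loss; inconclusive means no rule given, readout overlaps actives, possibly toxicity-flagged; inactive means the rest, including those meeting only one limit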;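 further: in these data hits start at about 27%; measured in HUVEC primary endothelial cells; signal is the percent of cells scored E-selectin positive by PE staining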
Target sequence (P16581 whole entry, looked up): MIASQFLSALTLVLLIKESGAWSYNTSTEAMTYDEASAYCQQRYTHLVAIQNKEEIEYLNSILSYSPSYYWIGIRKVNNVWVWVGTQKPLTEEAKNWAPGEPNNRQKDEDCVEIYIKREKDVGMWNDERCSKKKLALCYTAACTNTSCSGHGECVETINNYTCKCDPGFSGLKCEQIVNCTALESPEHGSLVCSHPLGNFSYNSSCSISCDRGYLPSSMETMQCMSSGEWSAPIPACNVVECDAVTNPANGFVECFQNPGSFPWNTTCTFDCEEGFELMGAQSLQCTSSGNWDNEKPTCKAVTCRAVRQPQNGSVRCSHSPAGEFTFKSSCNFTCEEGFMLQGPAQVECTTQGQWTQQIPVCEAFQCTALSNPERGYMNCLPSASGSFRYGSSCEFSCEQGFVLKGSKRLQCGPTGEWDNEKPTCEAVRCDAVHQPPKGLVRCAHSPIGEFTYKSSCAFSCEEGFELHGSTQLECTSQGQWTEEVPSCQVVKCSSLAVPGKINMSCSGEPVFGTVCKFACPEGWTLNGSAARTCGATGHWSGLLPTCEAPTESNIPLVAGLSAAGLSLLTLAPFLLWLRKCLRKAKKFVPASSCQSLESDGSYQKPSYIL
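Assay system: HUVEC primary endothelial cells. Input: 3,000 HUVEC seeded per well. Doses: one compound dose added by pin transfer. Read-out basis: % PE-positive cells. Benchmarks: TNF-alpha high, DMSO low. Detection: immunofluorescence imaging. Buffer or medium: EGM-2, gelatin.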
RAD52 inh – RAD52 (human) annealing inhibition; P43351; recombinant RAD52 DNA annealing, FRET fluorescence; inhibition, % at 18.7 µM; 0.46% of 360,000 active;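 active means every replicate showing at least 50% inhibition; inconclusive means mean inhibition at least 50% but not in every replicate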
Target sequence (P43351 whole entry, looked up): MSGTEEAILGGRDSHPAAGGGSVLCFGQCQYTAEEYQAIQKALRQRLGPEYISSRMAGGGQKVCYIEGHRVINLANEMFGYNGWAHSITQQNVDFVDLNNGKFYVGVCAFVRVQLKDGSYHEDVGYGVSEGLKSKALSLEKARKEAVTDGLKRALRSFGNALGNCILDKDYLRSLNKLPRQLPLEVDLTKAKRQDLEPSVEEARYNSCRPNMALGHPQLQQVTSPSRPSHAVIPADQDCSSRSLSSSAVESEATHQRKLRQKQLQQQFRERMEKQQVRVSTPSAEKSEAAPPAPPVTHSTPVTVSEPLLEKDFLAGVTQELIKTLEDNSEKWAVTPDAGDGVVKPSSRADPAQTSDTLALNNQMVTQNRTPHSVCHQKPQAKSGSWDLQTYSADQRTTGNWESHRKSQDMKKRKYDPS
FN deposit inh – fibronectin deposition inhibition; 0.086% of 350,000 active; inhibition, % at 12.6 µM; AID 743247; AH1F fibroblasts, Alexa488-fibronectin deposition fluorescence, overnight;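 active means mean inhibition across replicates of 30% or more, regardless of how many single replicates reach that level; inconclusive means mean under 30% yet at least half of replicates reach 30%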;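 further: positive control wells lacked labelled fibronectin entirely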
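test system = AH1F fibroblasts assembling fluorescent fibronectin matrix | quantity = 10000 AH1F cells per well | buffer or medium = DMEM plus 2% serum, read in PBS | doses = single dose, pinned | incubation = 1 h cell attachment, overnight exposure to compound and label | detection = fluorescence at 485 nm excitation, 525 nm emission | read-out basis = inhibition from reduced deposited-fibronectin fluorescence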
EWS-Fli block – EWS/Fli transcriptional activity inhibition; A673 NR0B1-luciferase reporter, viability-normalised; inhibition, % at 12.6 µM; 0.67% of 350,000 active; AID 651661;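 active means mean inhibition of at least 50% after viability correction, with every replicate also passing that limit; inconclusive means mean reaches 50% but only one of two replicates passes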;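 further: firefly luciferase signal divided by Alamar Blue viability fluorescence both relative to DMSO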
S100A4 MyoIIA – blocks human S100A4 binding to myosin IIA peptide. P26447. S100A4/TAMRA-MyoIIA peptide fluorescence polarization. inhibition, % at 10.7 µM. 0.14% of 360,000 active. AID 652163;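 active means mean inhibition of at least 70% across replicates, with every replicate also reaching that level; inconclusive means mean inhibition reaches 70% but some replicates fall short; inactive means mean inhibition below 70%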
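incubation = readout 5 min after mixing, signal stable up to 60 min | system = S100A4 monomer protein | buffer or medium = HEPES pH 7.2 with CaCl2, KCl, NaCl, DTT, Triton | benchmarks = neutral control DMSO, positive control TFP | also added = fluorescent myosin IIA peptide, 5 nM | compound dosing = one concentration per compound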
XiGFP reactiv – activators of X-chromosome reactivation in mouse fibroblasts; XiGFP mouse fibroblasts, % GFP-positive cells imaging, 3 d; cells co-treated with 5-aza-dC sensitizer; scaled so ellipticine positive control = 100%; 0.055% of 360,000 active; activation, % at 7.58 µM;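 active means mean normalized replicate activation at least 10% and every replicate at or above 10%; inconclusive means only one of the two criteria met; inactive means mean below 10% and not all replicates reach 10%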;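 further: 0% = median of on-plate neutral control wells and 100% = ellipticine 6 µM median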
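material = 68-5-11 XiGFP fibroblast line | medium = DMEM plus 5-aza-dC sensitizer | schedule = 3 days compound exposure | benchmarks = positive control ellipticine, 6 µM final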
RAD54 branch – RAD54 (human) branch migration inhibition; Q92698; RAD54 Holliday junction branch migration, FAM/BHQ fluorescence; inhibition, % at 10.4 µM; 0.14% of 360,000 active;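 active means mean normalized replicate activity at least 40 and at least half of replicates scoring 40 or more; inconclusive means only one of the two criteria met; inactive means mean below 40 and under half of replicates reaching 40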;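 further: 0% = median of neutral control wells and 100% = median of positive control wells; inhibitors cause a drop in the FAM fluorescence signal; in these data hits start at about 50%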
* marks the source's active call; other numbers are inactive results; ? = inconclusive; nt = no result given.

SMILES	esBAF inh	E-selectin induc	RAD52 inh	FN deposit inh	EWS-Fli block	S100A4 MyoIIA	XiGFP reactiv	RAD54 branch
COc1cccc(S(=O)(=O)Nc2ccc(C(=O)N3CCCCCC3)cc2)c1	5	-5.1	-8	-11	-8	-1	0.0	2
O=CN1N=C(c2ccccc2)CC1c1ccccc1[N+](=O)[O-] (stereo not given)	nt	-2.1	-6	9	-46	-7	0.3	nt
C=CCC1[C@H](C)[C@H]2[C@@H]3CC[C@@H](C3)[C@H]2CN1S(=O)(=O)c1ccc(C)cc1 (stereo not given in full)	2	-0.1	-6	3	13	-4	-0.2	-5
O=C(NCCN1CCCCC1)/C(=C/c1ccco1)NC(=O)c1ccccc1	-3	nt	-14	-4	nt	-5	0.1	-8
CCCCn1c(N)c(N(CCOC)C(=O)c2oc3ccc(OC)cc3c2C)c(=O)[nH]c1=O	nt	-1.6	2	4	5	-3	0.3	7
COc1ccc(NC(=O)N(C)C[C@@H]2OCCCC[C@@H](C)Oc3ccc(NS(=O)(=O)c4ccccc4)cc3C(=O)N([C@@H](C)CO)C[C@@H]2C)cc1	3	-0.2	2	-1	-4	4	0.3	-1
COCCOC(=O)N1C(=O)[C@@]2(c3cc(C#CCC(C(=O)OC)C(=O)OC)ccc31)[C@H](C(=O)N1CCN(c3ncccn3)CC1)[C@H]1C(=O)O[C@H](c3ccccc3)[C@H](c3ccccc3)N1[C@@H]2c1ccc(O)cc1	nt	nt	-6	nt	26	-2	nt	4
N#CC1CC(c2ccc([N+](=O)[O-])cc2)=NN1c1ccc([N+](=O)[O-])cc1 (stereo not given)	-7	0.5	-66	-13	-5	11	0.4	-2
CC1CCCCC1NC(=S)NC(=O)c1cccs1 (stereo not given)	-1	nt	7	0	-5	11	-0.6	nt
CC(C)c1cc(C(=O)NC2CCCc3c2cnn3-c2ccccc2F)no1 (stereo not given)	-2	nt	0	2	-29	8	0.1	-4
O=C(NCc1ccc2c(c1)OCO2)C(=O)NCC1OCCN1S(=O)(=O)c1ccc(Br)cc1 (stereo not given)	7	nt	-46	7	nt	7	0.1	-7
C/C(=N/NC(=O)CNC(=O)CCc1ccccc1)c1ccc(Cl)cc1	nt	-1.5	18	11	-7	13	0.0	nt
N#CCCCCN1CCCC1	-3	0.1	-5	-5	-9	-2	-0.1	0
Cc1ccc(S(=O)(=O)N(C)C[C@H]2Oc3ccc(NC(=O)Nc4ccccc4)cc3C(=O)N([C@H](C)CO)C[C@H]2C)cc1	9	0.1	-5	nt	7	22	0.6	-7
COc1cccc(NS(=O)(=O)c2cn(C)c(=O)n(C)c2=O)c1	-1	-0.7	-15	3	-5	-18	0.3	-1
CCN1C(=O)c2ccccc2Sc2ccc(C(=O)NCCCN3CCCCC3)cc21	-8	3.3	-2	1	2	9	0.2	12
O=C(COc1ccccc1Cl)Nc1nnc(S(=O)(=O)N2CCCC2)s1	-3	0.0	3	-5	10	-3	-0.1	-1
COc1ccc(C(=O)Nc2nc(CC(=O)NCCc3cccc(OC)c3)cs2)cc1	nt	0.0	-9	0	-15	-12	0.2	nt
Cc1ccc(S(=O)(=O)N2CCN(Cc3cc(C(C)(C)C)ccc3O)CC2)cc1	2	nt	-2	-4	6	-1	0.0	-3
Cc1ccc(-c2ccc3c(c2)O[C@@H](CN(C)C(=O)CN(C)C)[C@@H](C)CN([C@@H](C)CO)S3(=O)=O)cc1	-5	1.2	18	nt	3	7	-0.1	14

An excerpt of the results above, as a working copy:
SMILES	esBAF inh	E-selectin induc	RAD52 inh	FN deposit inh	EWS-Fli block	S100A4 MyoIIA	XiGFP reactiv	RAD54 branch
O=C(NCc1ccc2c(c1)OCO2)C(=O)NCC1OCCN1S(=O)(=O)c1ccc(Br)cc1 (stereo not given)	7	nt	-46	7	nt	7	0.1	-7
C/C(=N/NC(=O)CNC(=O)CCc1ccccc1)c1ccc(Cl)cc1	nt	-1.5	18	11	-7	13	0.0	nt
N#CCCCCN1CCCC1	-3	0.1	-5	-5	-9	-2	-0.1	0
Cc1ccc(S(=O)(=O)N(C)C[C@H]2Oc3ccc(NC(=O)Nc4ccccc4)cc3C(=O)N([C@H](C)CO)C[C@H]2C)cc1	9	0.1	-5	nt	7	22	0.6	-7
COc1cccc(NS(=O)(=O)c2cn(C)c(=O)n(C)c2=O)c1	-1	-0.7	-15	3	-5	-18	0.3	-1
CCN1C(=O)c2ccccc2Sc2ccc(C(=O)NCCCN3CCCCC3)cc21	-8	3.3	-2	1	2	9	0.2	12
O=C(COc1ccccc1Cl)Nc1nnc(S(=O)(=O)N2CCCC2)s1	-3	0.0	3	-5	10	-3	-0.1	-1
COc1ccc(C(=O)Nc2nc(CC(=O)NCCc3cccc(OC)c3)cs2)cc1	nt	0.0	-9	0	-15	-12	0.2	nt

New compounds follow:
SMILES	esBAF inh	E-selectin induc	RAD52 inh	FN deposit inh	EWS-Fli block	S100A4 MyoIIA	XiGFP reactiv	RAD54 branch
COc1ccc(Cc2c(-c3ccc(F)cc3)nc3ccc(Cl)cn23)c(C)c1	44*	0.0	-16	nt	-72	-2	-0.1	-11
CO[C@@H]1CN(C)C(=O)c2cc(NC(=O)C3CC3)ccc2OC[C@H](C)N(C(=O)c2ccccc2)C[C@@H]1C	2	-0.2	-8	0	-6	-6	1.2	7
Fc1ccc(NC(=S)N2CCc3ccccc32)cc1	19	nt	-2	0	-15	1	0.0	-2
O=C(Nc1ccc(N2CCCC2)cc1)c1ccccc1[N+](=O)[O-]	3	nt	6	-16	-4	-10	0.1	5
Cc1noc(C)c1NC(=O)Nc1ccc2c(c1)C(=O)N([C@H](C)CO)C[C@H](C)[C@@H](CN(C)Cc1ccc(C(=O)Nc3ccccc3N)cc1)O2	nt	nt	5	nt	3	18	0.0	nt
COc1cc(C(CCN2CCN(c3ccccc3)CC2)c2c(OC)cc(OC)c3c(C)cc(=O)oc23)cc(OC)c1OC (stereo not given)	-8	-0.1	-10	3	10	-5	0.9	8
O=C(/C=C/c1ccc(Cl)c(Cl)c1)N1CCOCC1	?	0.0	-5	-3	-81	-11	0.2	3
Oc1ccc(C[C@@H](CN2CCC[C@@H]2CN2C(=S)NC[C@@H]2Cc2ccccc2)N2C[C@H](Cc3ccccc3)N(CCc3ccccc3)C2=S)cc1	7	0.7	-6	-2	16	-2	0.1	7
COc1ccc(NC(=O)Nc2ccc3c(c2)CC(=O)N([C@@H](C)CO)C[C@@H](C)[C@H](CN(C)S(=O)(=O)c2ccc(Cl)cc2)O3)cc1	1	20	25	-10	-13	4	-0.5	nt
CCOc1ccc(S(=O)(=O)N2CCN(C(=O)c3ccco3)CC2)cc1	-4	nt	-4	4	13	-32	0.2	2
O=P(O)(O)c1ccccc1OCCOCCOCCOCCOc1ccccc1P(=O)(O)O	?	0.1	15	-1	-61	-4	-0.1	-7
COc1ccc(/C=N/NC(=O)c2c(-c3ccccc3)noc2C)cc1[N+](=O)[O-]	nt	-0.2	-16	nt	15	2	0.0	6
O=C(O)c1c2c(nc3ccc(S(=O)(=O)N4CCC(C(=O)NC5CCCCCC5)CC4)cc13)CCCC2	nt	2.5	-13	8	-4	20	0.1	nt
COc1cccc(-c2cc3nc(NCc4cccnc4)n(C)c(=O)c3s2)c1	46*	nt	26	-11	-55	13	0.0	4
CC(=O)Nc1cc(NC(C)=O)cc(C(=O)OCC(=O)Nc2ccc(S(=O)(=O)NC3=NCCCCC3)cc2)c1	-7	-0.3	-33	6	nt	-5	0.0	5
O=C(Nc1ccccc1)N1C[C@H]2[C@@H](c3ccccc31)[C@@H](CO)N2C(=O)c1ccccc1F	23	0.0	-19	-4	-13	-4	0.1	1
FC(F)(F)c1cc(Nc2ccccc2)nc(-c2ccccn2)n1	-4	0.5	-5	-1	12	-2	0.1	-2
COc1cccc(NC(=O)N(C)C[C@H]2Oc3cc(C#Cc4ccccc4)ccc3S(=O)(=O)N([C@@H](C)CO)C[C@@H]2C)c1	8	-5.0	nt	-4	21	nt	-0.4	-4
O=C(NC[C@H]1N[C@H](CO)[C@@H]1c1ccc(C2=CCCCC2)cc1)c1cccc(F)c1	-5	0.0	21	0	24	6	-0.1	18
CCCC#Cc1cnc2c(c1)C(=O)N([C@@H](C)CO)C[C@@H](C)[C@@H](CN(C)C(=O)Cc1ccncc1)O2	0	0.7	-7	nt	4	4	-0.3	-8
O=C(Cc1ccccn1)N1CC(=O)N2[C@H](CO)[C@H](c3ccc(C#CCC4CCCC4)cc3)[C@H]2C1	nt	0.0	-3	-14	-8	1	0.1	nt
COc1cccc(C(=O)Nc2cccc(-c3ccccc3)c2)c1	-16	nt	-19	2	-61	-3	0.1	5
CCCNC(=O)N1CC2(CN(Cc3cccnc3)C2)c2c(n(C)c3cc(OC)ccc23)[C@H]1CO	nt	0.8	-2	9	25	-4	0.0	nt
O=C(Nc1ccc2c(c1)OCCO2)C(C1CC1)N1CCN(c2ccc(C(F)(F)F)cn2)CC1 (stereo not given)	1	3.5	-7	5	-1	-10	nt	4
CNC(=S)SCCOc1ccccc1	nt	6.6	-7	-7	-14	-12	0.4	nt
CC1CCCCC12NC(=O)N(CC(=O)NCCc1ccc(S(N)(=O)=O)cc1)C2=O (stereo not given)	9	nt	-10	-8	-7	-6	-0.1	-8
Cc1ccc(NC(=O)COC(=O)CNC(=O)C2CCCCC2)cc1S(=O)(=O)N(C)C	-13	-0.1	-8	-1	-2	33	0.2	-4
Cc1cccc(OCC(O)Cn2c(N3CCCCC3)nc3c2c(=O)n(C)c(=O)n3C)c1 (stereo not given)	-7	nt	-7	7	4	-1	0.1	-11
Cc1ccccc1NC(=O)c1cn2c(nc3ccccc32)c(C#N)c1C	nt	7.4	-32	-6	9	-5	?	-2
Cc1cc(C)c(S(=O)(=O)N2CCN(C(=O)c3ccc(-n4cncn4)c([N+](=O)[O-])c3)CC2)c(C)c1	nt	-0.7	-3	4	4	-6	0.2	nt
CCN=C1S/C(=C\c2ccc(O)c(OCC)c2)C(=O)N1CC	nt	0.8	-5	1	4	2	-0.1	nt
COc1ccccc1S(=O)(=O)N[C@H]1C=C[C@@H](CC(=O)N2CCOCC2)O[C@@H]1CO	-1	-0.1	12	6	-7	8	0.0	-2
Cn1c(CNC(=O)c2ccccc2F)nnc1SCC(=O)Nc1nnc(C2CC2)s1	-6	-0.4	-10	2	2	-1	0.2	-2
COc1ccc(CNn2c(-c3ccccc3F)nc3ccccc3c2=O)cc1OC	-5	0.3	3	1	10	2	0.2	-1
O=C(NCCc1ccccc1)C1(c2ccccc2)CC1(Cl)Cl (stereo not given)	3	0.1	nt	8	nt	nt	nt	2

Screening results: PubChem, Broad Institute
